# Screening results (PubChem BioAssay)
# CCT modulator: cytosolic chaperonin activity modulation; purified chaperonin ATPase assay, HTRF ADP detection, 30 min; activity change, % (no concentration beside the values), hits read low; 360,000 compounds, 0.3% hits; AID 651819; in the data active means activity change below about -30%; further: on the % scale 0 is the no-effect control and ±100 the full control effect
#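 ATPase activity: ADP formed was measured by HTRF Transcreener (665/615 nm ratio) after 30 min at 37 deg C with 10 uM ATP. Compounds screened at one 76 uM concentration against 40 or 20 nM TRiC in Tris pH 7.4/KCl/MgCl2/DTT buffer.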
# HepG2 tox: counter-screen for TGF-b inhibitors: cytotoxicity in HepG2 cells; 410,000 compounds, 0.76% hits; AID 588856; HepG2 CAGA-GFP viability, ATP luminescence, 18 h; Potency, µM (series often up to 46.1 µM), without a hit: at the highest dose activity change, negative = cytotoxicity, most hits filed as cytotoxic; further: potency means the concentration at half of the fitted maximal effect; some results filed as inactive show a strong effect at the top dose
#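 HepG2 CAGA-GFP cells (1000/well, DMEM with 1% FBS) received compound, then TGF-beta at 500 pg/mL final, and were incubated 18 hours at 37 degrees C. Viability was read by CellTiter-Glo luminescence. Media-only wells were set as complete cell-killing and DMSO as no toxicity.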
# A549 tox: counter-screen for Nrf2 inhibitors: cytotoxicity in A549 cells. AID 504648. 390,000 compounds, 0.16% hits. A549 ARE-Fluc cells, CellTiter-Fluor viability, 18-24 h. Potency, µM (highest dose often 46 µM), for inactives: at the highest dose activity change, negative = cytotoxicity, most hits filed as inhibitors; further: potency means the concentration at half of the fitted maximal effect; on the % scale 0 is the no-effect control and ±100 the full control effect
#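 A549 ARE-Fluc cells in 5% FBS OPTI-MEM, 5000 cells/well, rested 2 h then exposed to compounds in concentration-response for 18-24 h at 37 °C. Viability by CellTiter-Fluor fluorescence (Ex 405/Em 525) after 30 min; luciferase luminescence (BugLite, 15 min, RT) read afterwards.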
# Nrf2 ARE act: activators of Nrf2 (ARE) signaling; AREc32 ARE-luciferase reporter (MCF7-derived line), luminescence, 24 h; Potency, µM (series often up to 46.1 µM), inactives show at the highest dose activation, hits mostly activators; 410,000 compounds, 0.31% hits; further: potency means the concentration at half of the fitted maximal effect; % of control where 0% means no effect; nearly all actives have a fitted effect of over 65% in size
#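 Luminescent ARE reporter assay in AREc32_Fluc cells: overnight plating at 37 deg C, 24 hr compound incubation, Steady-Glo added, 30 min RT before reading.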
# Akt phos inh: Akt phosphorylation inhibition | AID 651550 | 360,000 compounds, 0.32% hits | activity change, % for hits at 50 µM | Neuro2A IGF-stimulated pAkt S473 HTRF, 20 min; hits give low values; in the data active means activity change below about -80%; inconclusive means mostly about -51% to -80%; further: on the % scale 0 is the no-effect control and ±100 the full control effect
#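 Neuro2A cells (4,500/well, DMEM with 0.5% FBS) were treated with compound at a single 50 µM final concentration, stimulated with 6 nM IGF for 20 min at 37 °C, and lysed. Phospho-Akt Ser473 was read by HTRF as 665/615 ratio ×10^4.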
# Nrf2 inh: inhibitors of Nrf2 signaling; A549 ARE-Fluc reporter, luciferase luminescence, 18-24 h; Potency, µM (doses to about 46 µM), for inactives: top-dose activity change, negative = inhibition, usual class: inhibitors; 360,000 compounds, 2.1% hits; AID 504444; further: potency means the concentration at half of the fitted maximal effect; on the % scale 0 is the no-effect control and ±100 the full control effect; nearly all actives have a fitted effect of over 60% in size
#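 A549 ARE_Fluc cells (5000/well, 5% FBS OPTI-MEM) pre-incubated 2 h, then treated with compounds 18-24 h at 37C/5% CO2 in concentration-response. CellTiter-Fluor viability read first; BugLite luciferase luminescence after 15 min at room temperature gives Nrf2 activity.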
# TGFb inhibitor: TGF-b pathway inhibition. Potency, µM (doses to about 46.1 µM), inactives show top-dose activity, negative = inhibition, hits mostly inhibitors. AID 588855. HepG2 CAGA-GFP TGF-b/SMAD3 reporter, GFP fluorescence, 18 h; TGF-beta stimulated, 500 pg/mL final. 410,000 compounds, 1.2% hits; further: potency means the concentration at half of the fitted maximal effect; on the % scale 0 is the no-effect control and ±100 the full control effect; nearly all actives have a fitted effect of over 65% in size
#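 Read-out: total well GFP (ex488/em500-530) summed from mean per-cell fluorescence. Cells: HEPG2 CAGA-GFP, 1% FBS DMEM, 18 h at 37 degrees C with 500 pg/mL final TGF-beta. Unstimulated wells served as the full-inhibition control; stimulated DMSO wells = 0%.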
# Abeta rescue: A-beta toxicity reversal in yeast | yeast expressing A-beta42, growth rescue, OD600, 48 h; response scale: 0% DMSO, 100% iron-clioquinol control | Potency, µM (titrated, usually from 46.1 µM), inactives show top-dose growth rescue, usual class: activators | 410,000 compounds, 0.063% hits; further: potency means the concentration at half of the fitted maximal effect; nearly all actives have a fitted effect of over 55% in size
#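 Growth rescue measured by 600 nm absorbance after 48 h yeast culture at 30 C with compound. Values normalized between DMSO and an equimolar ferric chloride plus clioquinol control.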
# MmCpn inh: blocks the Methanococcus maripaludis chaperonin Mm-Cpn. 330,000 compounds, 0.031% hits. purified Mm-Cpn ATPase, ADP Transcreener TR-FRET. AID 504842. Potency, µM (highest dose often 76.9 µM), for the others: at the highest dose activity, negative = inhibition, actives largely listed as inhibitors; further: potency means the concentration at half of the fitted maximal effect; on the % scale 0 is the no-effect control and ±100 the full control effect; nearly all actives have a fitted effect of over 80% in size
#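 Measured: ADP formation by purified Mm-CPN. Conditions: 25 nM protein, 10 uM ATP, Tris pH 7.4 with Mg2+, K+ and DTT, 37°C for 30 min. Detection: Transcreener HTRF after 30 min at room temperature.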
# An asterisk follows results filed as active; i = inactive; ? = inconclusive; / = not tested or not shown; & = joins results of further samples; [ ] = remark or other dose. Unless noted, the call rests on the fitted dose curve; in most records, active means well fitted curve in the direction sought with a large enough effect; inconclusive means small, poorly fitted or top-dose-only effect, or another doubt; inactive means no such curve, though single readings can be large; an effect the other way counts as inactive or inconclusive.
SMILES,CCT modulator,HepG2 tox,A549 tox,Nrf2 ARE act,Akt phos inh,Nrf2 inh,TGFb inhibitor,Abeta rescue,MmCpn inh
COc1ccccc1NC(=O)C(=O)NCC(c1cccnc1)N1CCc2ccccc2C1 (stereo not drawn),/,-13%,3%,-0.7%,/,?,?,0%,/
CCOc1ccc(N2CC(C(=O)Nc3c(C)n(C)n(-c4ccccc4)c3=O)CC2=O)cc1 (stereo not drawn),-0.5,4%,7%,-0.4%,i,-13%,-8%,0%,-1%
COCCCn1c(=O)cc(C)[nH]c1=S,-39*,-1%,-9%,-0.7%,i,-8%,9%,-12%,1%
COc1ccc(Cl)cc1NC(=O)CN(C)CC(=O)NC(C)c1ccccc1 (stereo not drawn),-0.1,-18%,-1%,0.0%,i,-2%,-13%,4%,1%
CCOC(=O)C1CC(=O)c2cc(OC)c(OC)cc2C1 (stereo not drawn),-2.6,3%,-1%,-1.1%,i,?,5%,-5%,-1%
CSc1nsc(SCC(=O)Nc2cc(C(=O)O)ccc2C)n1,-2.2,-3%,5%,0.0%,i,-3%,3%,9%,1%
N#CCc1c(C#N)c(N)nc(N2CCCC(O)C2)c1C#N (stereo not drawn),0.8,8%,-1%,3.0%,i,0%,3%,-9%,-2%
O=C(NCc1ccncc1)c1ccc(Br)o1,-2.5,-22%,6%,-0.1%,/,/,-17%,6%,-1%
O=C(NNC(=O)c1ccc(Br)s1)c1ccc(F)c(S(=O)(=O)N2CCOCC2)c1,1.3,-19%,-4%,-0.4%,i,?,-29%,-1%,-3%
CC1(C(=O)NCc2cccs2)Cc2c(-c3ccc(C(N)=O)cc3)ccnc2O1 (stereo not drawn),1.0,1%,/,0.6%[9.22 µM],i,/,24%,19%,/
COc1ccc(N(CC(=O)N2CCN(c3ccccc3F)CC2)S(=O)(=O)c2c(C)n[nH]c2C)cc1,-2.3,-10%&-16%,2%&-16%,-0.2%&0.4%,i,?,2%&5%,3%&0%,2%
COc1ccc(OCc2cnc(Cl)s2)cc1,-0.5,2%,-3%,2.2%,i,6%,0%,7%,1%
CC(C)(C)OC(=O)N1CC(O)CC1C(=O)OCC(=O)c1ccc(Cl)cc1 (stereo not drawn),-2.2,-4%,2%,0.4%,i,-9%,-19%,14%,-7%[15.4 µM]
CCC(C)[C@H](NC(=O)c1cc2cc(Cl)ccc2n1C)C(=O)N1CCC[C@H]1C(=O)O (stereo partly drawn),-0.4,5%,0%,-0.3%,i,1%,2%,0%,-17%
COc1nnc(-c2ccc(N3CCCCC3)c(NC(=O)c3ccc(C)cc3)c2)c2ccccc12,/,-5%,-1%,-0.3%,/,7%,-14%,-4%,/
CCn1c2ccccc2n2c(=O)c(=O)n(CC(=O)Nc3ccc(C(C)C)cc3)nc12,-1.0,2%,0%,-0.8%,i,3%,3%,0%,-1%
Cc1nc2c(c(C)nn2-c2ccccc2)c(C)c1CCC(=O)Nc1ccc(CN2CCCC2)cc1,1.4,-200%,1%,6.0%,i,-20%,?,-18%,0%
Cc1ccc(C)c(N2N=C(C(=O)OCC(=O)N(C)c3ccccc3)CCC2=O)c1,1.0,2%,0%,0.2%,i,6%,-2%,5%,3%
CC(C)c1cc(Cn2c3ccccc3c(=O)n2C(C)C)on1,-3.3,-68%,/,-0.1%,i,/,4%,-17%,/
CCN1CCc2c(sc(NC(=O)c3ccc(S(=O)(=O)N(CCOC)CCOC)cc3)c2C(N)=O)C1,/,-2%,-2%,-1.1%,/,/,7%,-3%,/
CC(C)Nc1nc(SCC(=O)Nc2ccccc2)nc(N2CCOCC2)n1,-1.7,7%,0%,-0.3%,i,/,-9%,2%,-8%
CCn1c(COc2ccccc2)nnc1SCc1ccc(C#N)cc1,1.0,-29%,15%,0.1%,i,-11%,15%,-17%,1%
CC(=O)Nc1cc2c(cc1C(=O)C(C)C)OCCO2,0.5,-1%,-5%,-0.6%,i,/,11%,12%[9.22 µM],/
COc1ccc(NC(=O)c2cc(-c3cc(Cl)ccc3C)n[nH]2)c(OC)c1,-1.5,-6%,/,-0.2%[9.22 µM],i,/,-6%,22%,/
Cn1cc(S(=O)(=O)c2ccc(Cl)cc2)c(=O)c2cc(F)c(N3CCCC3)cc21,/,11%,7%,0.4%,/,17%,0%,-8%,/

# 4 compounds from above, sorted by the number in Nrf2 ARE act, falling:
SMILES	Nrf2 ARE act
CC(C)(C)OC(=O)N1CC(O)CC1C(=O)OCC(=O)c1ccc(Cl)cc1 (stereo not drawn)	0.4%
CSc1nsc(SCC(=O)Nc2cc(C(=O)O)ccc2C)n1	0.0%
CCC(C)[C@H](NC(=O)c1cc2cc(Cl)ccc2n1C)C(=O)N1CCC[C@H]1C(=O)O (stereo partly drawn)	-0.3%
COc1ccccc1NC(=O)C(=O)NCC(c1cccnc1)N1CCc2ccccc2C1 (stereo not drawn)	-0.7%

# Further compounds follow.
SMILES,CCT modulator,HepG2 tox,A549 tox,Nrf2 ARE act,Akt phos inh,Nrf2 inh,TGFb inhibitor,Abeta rescue,MmCpn inh
O=C(Nc1ccccc1O)c1csc2c1CCCC2,-1.4,-33%,-15%,?,i,-1%,0%,16%,-3%
O=C(NCc1ccc2c(c1)OCO2)c1ccc(-c2ccc(Cl)cc2)o1,-0.3,-59%,?,5.1%,i,?,?,-22%,-9%
CC(C(=O)N1CCN(Cc2ccccc2)CC1)n1ncn2cccc2c1=O (stereo not drawn),1.5,-1%,-7%,0.6%,i,-21%,4%,-6%,-3%
OCC1OC(n2ccc3c(NO)ncnc32)C(O)C1O (stereo not drawn),-1.1,0.5µM*,2.1µM*,-1.8%,i,?,0.28µM*,-17%,/
CCOc1ccc(NC(=O)NC2(C(=O)NCc3ccco3)CCCCC2)cc1,-0.1,4%,0%,0.5%,i,6%,5%,3%,2%
Cc1cc(C)cc(OCc2nnc(SCC(=O)OC3CCCCC3)o2)c1,-9.2,-4%,16%,0.5%,i,9%,9%,4%,-2%
O=C(/C=C\Nc1ccccc1Br)c1ccc2c(c1)OCO2,1.4,-42%,-5%,-0.2%,i,2.1µM*,7%,-25%,-10%
CC#CC(=O)N1CCC(CCC(=O)N(C)Cc2ccccc2)CC1,2.0,-34%,1%,-0.9%,i,17%,-13%,-2%,0%
O=C(Nc1nc(-c2cccs2)cs1)c1ccc(Cl)cc1,-18,-38%,-15%,27%,i,?,?,-42%[inhibitor],-17%
Cc1ccc(S(=O)(=O)NCCCn2ccnc2)cc1,0.5,4%,0%,-0.2%,i,4%,6%,9%,0%
COc1cccc(CNC(=O)c2nnn(CC(=O)Nc3cc(C)ccc3C)c2N)c1,-3.1,-1%,-2%,1.6%,i,11%,16%,14%,0%
O=C(NCCn1cccn1)C1CCC(=O)N(CCc2cccc(F)c2)C1 (stereo not drawn),-1.1,1%,0%,-1.3%,i,-1%,3%,1%,-3%
COCCNC(=O)c1cccc(C)c1[N+](=O)[O-],-1.2,-3%,6%,2.7%,i,12%,0%,19%,0%
COc1ccc(C(=O)N/N=C(\CCC(=O)O)c2ccc(C(C)(C)C)cc2)cc1OC,-1.2,-5%,1%,1.7%,i,-4%,-17%,-15%,0%
CC(C)(C)NC(=O)CSc1nc2[nH]ncc2c(=O)[nH]1,1.0,9%,1%,0.1%,i,-2%,4%,3%,-2%
O=C(c1ccccc1)n1ccn(-c2ccccc2)c1=S,-1.1,-23%,-2%,0.8%,i,1%,19%,5%,0%
COc1cccc(-c2cc(C(=O)Nc3nc4ccccc4s3)c3ccccc3n2)c1,2.6,-29%,-5%,3.1%,i,-17%,-26%,-18%,?
CCc1noc(C)c1C(=O)N1CCCC(C(=O)c2cc(F)ccc2F)C1 (stereo not drawn),-0.7,4%,-6%,0.2%,i,-24%,1%,23%,1%
Brc1ccc(CSc2nnc(-c3cccnc3)o2)cc1,-6.6,-13%,-1%,6.8%,i,2%,-13%,4%,-1%
O=C(NC1CC2CCC(C1)N2Cc1ccccc1)c1cccc(F)c1 (stereo not drawn),-2.6,-9%,25%,-0.3%,i,?,?,-9%,1%
CC1=C(C(=O)OC2CCCCC2)C(c2ccc(F)cc2)NC(=O)N1 (stereo not drawn),0.8,-12%,8%,-0.5%,i,?,-8%,-3%,-1%
Fc1ccc(C(c2nnnn2Cc2ccccc2)N2CCSCC2)cc1 (stereo not drawn),-1.7,-8%,-6%,0.6%,i,-3%,-22%,-5%,1%
CN(C(=O)COC(=O)CNC(=O)C1CCCCC1)c1ccccc1,2.1,8%,1%,-0.2%,i,-3%,9%,13%,2%
CC(=O)N1N=C(c2ccc(C(C)(C)C)cc2)OC1(C)C,-0.8,-54%,-3%,-0.8%,i,-9%,?,-18%,-2%
O=C(CSc1ccc2nnc(-c3cccnc3)n2n1)NCc1ccco1,-0.6,-14%,-4%,0.0%,i,-6%,-5%,-19%,1%
CCCOC(=O)c1ccc(Nc2c(C(=O)OCC)cnc3c(C)cc(Cl)cc23)cc1,/,-2%,11%,-0.3%,/,9%,-18%,-6%,/
COC(=O)c1cccc(N(CC(=O)NC2CCCC2)C(=O)CNC(=O)c2cccs2)c1,-1.1,-29%,-3%,-0.7%,i,8%,-36%,1%,0%
Cc1ccc(-c2nn3c(C)nnc3c3ccccc23)cc1S(=O)(=O)NCC(C)O (stereo not drawn),/,-25%,-3%,?,/,/,10%,0%,/
